RECQ1 inh: qHTS Assay for Inhibitors of RecQ-Like Dna Helicase 1 (RECQ1) | RECQ1 DNA unwinding, red fluorescence kinetic read | Potency, µM (doses to about 57.3 µM), for inactives: top-dose activity, negative = inhibition, most hits filed as inhibitors | 240,000 tested, 0.54% active | AID 2549, 2010 | ATP-dependent DNA helicase Q1 (Homo sapiens), P46063;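 further: plate controls were vehicle for no effect and no enzyme for full effect; nearly all actives have a fitted effect of over 30% in size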
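50 nM RECQ1T1 preincubated 15 min with compound in Tris pH 8.0 buffer with MgCl2, DTT, Tween-20 and 2.5 ug/ml poly(dI-dC); started with 200 nM TAMRA/BHQ-2 forked duplex and 2 mM ATP. Unwinding read as fluorescence (525/598 nm), two reads 2 h apart.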
TRb SRC2 PPI: qHTS for Inhibitors of the Interaction of Thyroid Hormone Receptor and Steroid Receptor Coregulator 2; TRbeta-SRC2 peptide binding, fluorescence polarization; receptor liganded with 1 µM T3; Potency, µM (top dose mostly 106 µM), inactives show top-dose activity change, negative = inhibition, usual class: inhibitors; 280,000 tested, 0.065% active; AID 1469, 2008;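 further: plate controls were bound peptide for no effect and peptide without receptor for full effect; nearly all actives have a fitted effect of over 50% in size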
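Assay buffer: 20 mM Tris-HCl, 100 mM NaCl, 10% glycerol, 1 mM EDTA, 0.01% NP-40, 1 mM DTT, 1 uM T3, 5% DMSO; TRb LBD 0.6 uM, Texas Red SRC2 20 nM; FP after 5 hr.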
Tau fluor cs: Counterscreen qHTS for Inhibitors of Tau Fibril Formation, Fluorescence Polarization; Potency, µM (top dose mostly 57.7 µM), for inactives: at the highest dose activity change, negative = decrease; 280,000 tested, 0.93% active; tau K18 P301L Alexa594 fluorescence, heparin fibrillization; further: on the % scale 0 is the no-effect control and ±100 the full control effect; nearly all actives have a fitted effect of over 55% in size
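Human tau K18 P301L (15 uM unlabeled, 0.24 uM Alexa 594-labeled) in 100 mM sodium acetate pH 7 with 20 uM heparin, 6 hr at 37 C. ThT 30 uM added, 1 hr ambient; Alexa 594 FP and total fluorescence read at 555/632 nm.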
HTT cytoprotect: qHTS Multiplex Assay to Identify Dual Action Probes in a Cell Model of Huntington: Cytoprotection (ATP) | PC12 HTT-Q103 induced, cytoprotection, ATP luminescence, 40 h | Potency, µM (highest dose often 56.4 µM), without a hit: cytoprotection (ATP increase), actives largely listed as activators | AID 1471, 2008 | 230,000 tested, 0.14% active;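 further: % of control where 0% means no effect; nearly all actives have a fitted effect of over 45% in size; toxic huntingtin expression switched on by the ecdysone agonist tebufenozide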
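Huntington model: PC12 line, ecdysone-inducible HTTQ103 exon1–GFP, tebufenozide 100 nM. Test articles in a dose series. Endpoint luminescence from cellular ATP.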
TexasRed fluor: Total Fluorescence Counterscreen for Inhibitors of the Interaction of Thyroid Hormone Receptor and Steroid Receptor Coregulator 2. 280,000 tested, 0.29% active. AID 1479, 2009. TRb/SRC2 Texas Red total fluorescence interference. Potency, µM (doses to about 106 µM), without a hit: top-dose fluorescence change, negative = quenching; active means well fitted curve in either direction with a large enough effect; inconclusive means small, poorly fitted or top-dose-only effect; further: on the % scale 0 is the no-effect control and ±100 the full control effect
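Human TRb ligand-binding domain at 0.6 uM with 20 nM Texas Red SRC2 peptide in Tris buffer containing 1 uM T3 and 5% DMSO, incubated with compound 5 h at ambient temperature. Total fluorescence (555/632 nm) calculated as parallel + 2 × perpendicular.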
L3MBTL1 block: qHTS Assay for the Inhibitors of L3MBTL1. 230,000 tested, 0.66% active. AlphaScreen L3MBTL1–H3K9me1 peptide binding. Potency, µM (top dose mostly 57.1 µM), for the others: top-dose activity, negative = inhibition, usual class: inhibitors. Lethal(3)malignant brain tumor-like protein 1 (Homo sapiens), Q9Y468; further: on the % scale 0 is the no-effect control and ±100 the full control effect; nearly all actives have a fitted effect of over 60% in size
Target sequence (Q9Y468 whole entry, looked up): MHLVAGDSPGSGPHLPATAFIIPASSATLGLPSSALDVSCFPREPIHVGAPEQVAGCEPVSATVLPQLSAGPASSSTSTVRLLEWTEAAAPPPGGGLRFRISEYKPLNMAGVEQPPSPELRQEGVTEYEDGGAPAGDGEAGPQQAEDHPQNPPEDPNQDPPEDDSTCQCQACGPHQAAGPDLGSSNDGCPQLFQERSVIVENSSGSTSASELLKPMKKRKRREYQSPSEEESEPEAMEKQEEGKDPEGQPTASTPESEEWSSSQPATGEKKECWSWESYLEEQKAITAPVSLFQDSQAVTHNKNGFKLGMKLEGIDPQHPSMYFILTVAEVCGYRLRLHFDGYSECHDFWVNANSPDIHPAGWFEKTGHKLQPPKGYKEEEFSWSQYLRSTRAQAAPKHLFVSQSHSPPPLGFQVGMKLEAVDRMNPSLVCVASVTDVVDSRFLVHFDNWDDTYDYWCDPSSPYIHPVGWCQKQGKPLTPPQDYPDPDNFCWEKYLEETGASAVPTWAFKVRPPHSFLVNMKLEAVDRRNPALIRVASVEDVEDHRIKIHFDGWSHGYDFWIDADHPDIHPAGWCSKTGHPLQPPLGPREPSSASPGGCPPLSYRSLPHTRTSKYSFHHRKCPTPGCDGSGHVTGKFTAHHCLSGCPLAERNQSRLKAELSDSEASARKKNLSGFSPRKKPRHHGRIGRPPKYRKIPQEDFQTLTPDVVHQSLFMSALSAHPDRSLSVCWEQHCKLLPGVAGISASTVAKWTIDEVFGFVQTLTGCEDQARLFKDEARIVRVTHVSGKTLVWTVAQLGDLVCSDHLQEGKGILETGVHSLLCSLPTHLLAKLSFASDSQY
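First, the protein-peptide complex forms for 30 min at room temperature (L3MBTL1 50 nM, biotinylated H3K9me1 peptide 75 nM). Next, compounds are pin-transferred and incubated 30 min. Finally, AlphaScreen beads are added and read after 30 min.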
Tau fibril FP: qHTS for Inhibitors of Tau Fibril Formation, Fluorescence Polarization; K18 P301L tau heparin fibrillization, Alexa594 FP, 6 h; Potency, µM (highest dose often 57.7 µM), inactives show at the top dose activity, negative = inhibition, usual class: inhibitors; 280,000 tested, 0.39% active; further: on the % scale 0 is the no-effect control and ±100 the full control effect; nearly all actives have a fitted effect of over 55% in size
Target sequence (P10636 561-689 P618L limits assumed): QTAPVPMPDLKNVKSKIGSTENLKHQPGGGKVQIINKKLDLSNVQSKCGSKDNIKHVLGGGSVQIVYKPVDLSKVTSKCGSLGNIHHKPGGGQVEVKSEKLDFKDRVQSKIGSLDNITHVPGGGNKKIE
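Human tau K18 […] P301L fragment, 15 uM unlabeled plus 0.24 uM Alexa 594-labeled tau (final), with compound and 20 uM heparin in 100 mM sodium acetate pH 7; 6 hr at 37 C, then Alexa 594 FP read.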
Tau ThT inhib: qHTS for Inhibitors of Tau Fibril Formation, Thioflavin T Binding; Potency, µM (series often up to 57.4 µM), for the others: top-dose activity, negative = inhibition, hits mostly inhibitors; recombinant tau K18 P301L (four-repeat tau fragment), heparin-induced fibrillization, ThT fluorescence; AID 1460, 2008; 270,000 tested, 2.1% active; further: on the % scale 0 is the no-effect control and ±100 the full control effect; nearly all actives have a fitted effect of over 55% in size
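K18 P301L tau (15 uM + 0.24 uM Alexa 594-tagged), heparin 20 uM, NaOAc pH 7, 6 h 37 C; ThT 30 uM, 1 h RT, ex 450/em 510 nm.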
Starred values were filed as active, the others as inactive; i = inactive; ? = inconclusive; nt = no result given; & = joins results of further samples; [ ] = dose if it differs, or a comment. Unless noted, the call rests on the fitted dose curve; in most records, active means well fitted curve in the direction sought with a large enough effect; inconclusive means small, poorly fitted or top-dose-only effect, or another doubt; inactive means no such curve, though single readings can be large; an effect the other way counts as inactive or inconclusive. Potency means the concentration at half of the fitted maximal effect. The list is partial; the hit share may differ from the screen's.

molecule | RECQ1 inh | TRb SRC2 PPI | Tau fluor cs | HTT cytoprotect | TexasRed fluor | L3MBTL1 block | Tau fibril FP | Tau ThT inhib
O=C(Cc1ccccc1)Nc1nonc1NC(=O)c1ccccc1 | -12.8% | 0.4% | -7.8% | -0.8% | -4.6% | 4.1% | -4.2% | 2.1%
O=C(NCc1n[nH]c(=S)n1-c1ccc(F)cc1)c1ccc(S(=O)(=O)N2CCCC2)cc1 | -12.3% | -5.7% | -5.0% | 2.4% | -2.3% | nt | 5.3% | -5.2%
CN1CCc2nc(SCC(=O)Nc3cccc(F)c3)c(C#N)c(-c3cccs3)c2C1 | 12.6% | -2.5% | 15.8µM*[quencher] | -19.2% | -4.3% | -3.6% | -12.7% | 14.1µM*
O=C(NCCCN1CCCCCC1)c1ccc2c(c1)NC(=O)C(N1CCOCC1)S2 (stereo unspecified) | -10.6% | -2.0% | -10.8% | -4.9% | 0.3% | 2.7% | -4.6% | ?
Cc1cccc(-c2nc3ccccc3c(=O)n2NC(=O)Cc2ccc(Cl)cc2)c1 | -4.6% | -4.2% | -21.3% | 10.1%[10 µM] | -0.7% | 2.0% | -8.3% | -6.9%
CN1CCN(/N=C/c2cccc(Cl)c2Cl)CC1 | -2.0% | -2.3% | -3.0% | 13.0%[10 µM] | -3.6% | -5.5% | -7.1% | -0.2%
COc1ccc(Cl)cc1C(=O)Nc1ccc2oc(-c3ccc(C(C)(C)C)cc3)nc2c1 | nt | 2.7% | -17.2% | nt | -7.1% | nt | -10.7% | 4.3%
COc1c(O)ccc(/C=C(\C#N)c2nc3ccccc3[nH]2)c1[N+](=O)[O-] | -7.8% | 0.6% | ? | -26.0%[10 µM] | -1.4% | -13.0% | 8.7% | 7.08µM*
COCCNC(=O)c1cc2c(-c3ccc(Cl)cc3)nn(C)c2s1 | -5.5% | 5.2% | -28.2% | -32.1%[inhibitor] | -3.0% | nt | -4.9% | ?
CCOC(=O)c1ccccc1OCc1cc(/C=N/n2cncn2)ccc1OC | -0.1% | -0.4% | -9.1% | 22.6%[10 µM] | -0.2% | 11.4%[11.4 µM] | 4.9% | -15.2%
COc1ccc(CSc2nc3ccncc3n2Cc2nc(-c3ccc(OC)c(OC)c3)oc2C)cc1 | nt | 3.0% | -14.3% | nt | 7.4% | nt | 5.3% | ?
CCN(CC)S(=O)(=O)c1cc(NC(=O)COC(=O)c2ccc(NC(=O)CC#N)cc2)ccc1C | ? | 3.8% | ? | -6.4% | -0.6% | nt | ? | 1.9%
C/C(N)=C(/C#N)C(=O)COC(=O)c1cc(-c2ccc(C)cc2)nc2ccccc12 | -3.8% | -6.9% | -2.7% | -21.9%[1.9 µM] | 5.0% | -3.9% | 6.1% | -4.3%
Cc1ccc[n+](CC(=O)Nc2ccc([N+](=O)[O-])cc2Cl)c1 | 0.7% | 6.2% | -0.9% | 4.4%[10 µM] | -0.8% | 37.9%[activator] | 5.0% | 4.4%
O=C(CN1CCOCC1)n1c2c(c3ccccc31)CCCC2 | -14.2% | 1.9% | -9.0% | 6.4% | -4.8% | nt | 5.9% | -7.4%

Further records follow:
molecule | RECQ1 inh | TRb SRC2 PPI | Tau fluor cs | HTT cytoprotect | TexasRed fluor | L3MBTL1 block | Tau fibril FP | Tau ThT inhib
O=C(Cn1c(=O)n(-c2ccccc2)c(=O)c2sc3ccccc3c21)NC1CCCC1 | nt | -7.1% | -16.5% | nt | 0.8% | nt | -6.7% | -5.5%
NC(=O)C1(N2CCCCC2)CCN(C(=S)Nc2cc(F)cc(F)c2)CC1 | i | 2.5% | -10.1% | -16.6%[1.9 µM] | -1.7% | 3.1% | -1.5% | -4.3%
C/C(=N\NC(=O)c1ccc(N/N=C(\C)c2ccc(O)cc2)cc1)c1ccc(O)cc1 | -16.0% | 2.5% | 15.8µM*[quencher] | -10.7%[10 µM] | -8.4% | -5.9% | ? | 3.16µM*
CC(/C=C/c1cccc(Oc2ccc(F)cc2)c1)N(O)C(N)=O (stereo unspecified) | 4.2% | 0.9%&0.3% | -21.9%&-26.6% | -51.9% | 3.9%&-0.3% | nt | -5.8%&1.8% | ?
CSC1=C(C#N)C(=O)NC(c2ccc(Cl)cc2)S1 (stereo unspecified) | -0.8% | 5.2% | nt | -1.5%[10 µM] | -0.6% | nt | nt | nt
CCN1CCN(CCCNC(=O)C2c3ccccc3C(=O)N(c3ccc(OC)cc3)C2c2ccc(OC)cc2)CC1 (stereo unspecified) | i | 0.1% | 7.7% | -40.0%[inhibitor] | -1.2% | -8.4% | 6.5% | -0.8%
CC1=C(C(=O)NCc2ccccc2)C(c2cccs2)NC(=S)N1 (stereo unspecified) | i | 4.0% | 1.6% | 23.6% | -1.3% | -7.2% | 2.0% | 3.5%
CCCCCCCCCCC(=O)Nc1cccnc1 | -3.9% | 7.8% | -20.5% | 0.0%[10 µM] | -0.6% | 11.0% | 5.2% | -5.6%
c1cncc(-c2nnc(SCc3cccc4ccccc34)o2)c1 | -2.8% | 7.2% | -14.8% | 2.1% | 6.0% | 2.9% | 6.4% | -11.6%
COc1ccc(NC(=O)C2CC(=O)NC3=C2C(=O)CC(C)(C)C3)cc1 (stereo unspecified) | 2.5% | 1.4% | 1.0% | -2.8% | -2.0% | 3.8% | 3.7% | 5.3%
CN(CCC#N)C(=O)CSc1ncnc2sc(-c3ccccc3)cc12 | i | 4.2% | -14.7% | -30.4% | 1.0% | 8.9% | 3.5% | -6.1%
CC(=O)c1ccc(NC(c2ccc(F)cc2)c2nnc(-c3ccccc3)o2)cc1 (stereo unspecified) | nt | 0.4% | -2.2% | nt | 0.0% | nt | 10.3% | 7.9%
CC1Cc2ccccc2N1CC(=O)Nc1ccc2c(c1)OCO2 (stereo unspecified) | -9.9% | 2.5% | -17.5% | 6.6% | -5.4% | nt | ? | -10.9%
Cc1ccc(NS(=O)(=O)c2cc(C(=O)O)ccc2Cl)cc1 | -6.4% | -0.3% | -0.3% | 6.7% | -1.1% | -8.9% | -2.2% | -6.2%
COc1cccc(NC(=O)C2CCCN2C(=O)Nc2cccc(F)c2)c1 (stereo unspecified) | i | 3.7% | -3.7% | -3.9%[10 µM] | -8.3% | 2.9% | -6.5% | -4.6%

Continued.
molecule | RECQ1 inh | TRb SRC2 PPI | Tau fluor cs | HTT cytoprotect | TexasRed fluor | L3MBTL1 block | Tau fibril FP | Tau ThT inhib
CC(Sc1nc2ccccc2s1)C(=O)Nc1nnc(C(C)C)s1 (stereo unspecified) | i | -9.5% | 2.4% | -13.6%[10 µM] | -0.4% | 2.7% | 3.6% | -3.1%
CC(=O)Nc1nc2nc(-c3ccccc3)cc(-c3ccccc3)n2n1 | i | -13.6% | -14.7% | -36.7% | 0.6% | 25.7% | -9.2% | -6.6%
O=C(Oc1cccc(NC(=O)c2ccco2)c1)c1cccc(S(=O)(=O)N2CCCC2)c1 | -1.6% | -3.2% | ? | -11.5%[10 µM] | -0.1% | nt | -11.4% | -15.2%
c1ccc(-c2csc(-c3cccnc3)n2)cc1 | 3.5% | 2.9% | -13.2% | -8.8%[10 µM] | -1.1% | 8.9% | 1.2% | -14.4%
Cc1cc(C)c(NC(=O)COc2ccc3c(C)cc(=O)oc3c2)c(C)c1 | nt | 11.5% | -10.6% | nt | -5.1% | nt | -14.9% | ?
O=C(COC(=O)c1ccco1)Nc1ccc2c(c1)OCO2 | -1.9% | -3.9% | -7.8% | -9.7% | -0.9% | -3.9% | -5.0% | -19.6%
Cc1ccc2cc(CN(Cc3ccccc3)Cc3nnnn3C3CCCC3)c(=O)[nH]c2c1 | -1.3% | -7.1% | -18.7% | -12.9%[10 µM] | -2.0% | -11.8% | -5.5% | -13.2%
Cc1c(C(=O)Oc2cc(N)n(S(C)(=O)=O)n2)cccc1[N+](=O)[O-] | i | -2.7% | ? | -5.8% | -1.9% | nt | 1.0% | ?
O=C(NCCNC(=O)c1ccco1)c1cccc(F)c1 | -5.5% | 3.0% | -3.7% | -5.2% | -6.0% | 2.3% | -2.6% | -8.9%
O=C(Nc1cccc(C(=O)N2CCCCC2)c1)c1nsc2ccccc12 | nt | -1.0% | -13.8% | nt | -3.5% | nt | -0.4% | -11.8%
COc1cc(/C=N/NS(=O)(=O)c2ccc3ccccc3c2)ccc1OCCN1CCOCC1 | 10.1% | 4.8% | -16.0% | -13.8%[10 µM] | -0.3% | -1.0% | -0.2% | -8.5%
CCOC(=O)C1CCN(C(=O)Cc2c(C(=O)O)n(C)c3ccccc23)CC1 | 8.8% | -5.6% | 0.2% | -11.6% | -2.0% | -3.0% | 0.2% | -8.1%
Cc1c(C(=O)NCc2n[nH]c(=S)n2-c2ccc(F)cc2)cccc1[N+](=O)[O-] | -1.0% | -1.0% | -2.5% | -12.9% | -0.1% | nt | 0.7% | -4.0%
CCC(C)C(=O)Nc1c2c(nc3c1CCC3)CCCC2 (stereo unspecified) | i | -2.9% | 3.6% | -11.5% | -0.7% | nt | -0.9% | -2.1%

Grouped by structure, the entries above containing a COOH group
molecule | RECQ1 inh | TRb SRC2 PPI | Tau fluor cs | HTT cytoprotect | TexasRed fluor | L3MBTL1 block | Tau fibril FP | Tau ThT inhib
Cc1ccc(NS(=O)(=O)c2cc(C(=O)O)ccc2Cl)cc1 | -6.4% | -0.3% | -0.3% | 6.7% | -1.1% | -8.9% | -2.2% | -6.2%
CCOC(=O)C1CCN(C(=O)Cc2c(C(=O)O)n(C)c3ccccc23)CC1 | 8.8% | -5.6% | 0.2% | -11.6% | -2.0% | -3.0% | 0.2% | -8.1%
